DENV2 CPE rescue: DENV2-induced cell death inhibition; CPE inhibition, % at 9.99 µM; DENV2-infected cells, cytopathic effect rescue, plate reader; AID 651640; hit rate 1.7% among 350,000; in the data active = CPE inhibition above about 20%, passing the limit was not always enough; inconclusive = no clear call, values can overlap the other calls; tested in BHK-21 cells;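 note: 0% = median of neutral control wells and 100% = median of positive control wells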
FN deposit inh: fibronectin deposition inhibition; AH1F fibroblasts, Alexa488-fibronectin deposition fluorescence, overnight; inhibition, % at 12.6 µM; hit rate 0.086% among 350,000;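 active = mean inhibition across replicates of 30% or more, regardless of how many single replicates reach that level; inconclusive = mean under 30% yet at least half of replicates reach 30%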;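 note: positive control wells lacked labelled fibronectin entirely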
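test system = AH1F fibroblasts assembling fluorescent fibronectin matrix | quantity = 10000 AH1F cells per well | buffer or medium = DMEM plus 2% serum, read in PBS | doses = single dose, pinned | incubation = 1 h cell attachment, overnight exposure to compound and label | detection = fluorescence at 485 nm excitation, 525 nm emission | read-out basis = inhibition from reduced deposited-fibronectin fluorescence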
EWS-Fli block: inhibitors of EWS/Fli oncoprotein transcriptional activity; A673 NR0B1-luciferase reporter, viability-normalised; inhibition, % at 12.6 µM; hit rate 0.67% among 350,000; AID 651661;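 active = mean inhibition of at least 50% after viability correction, with every replicate also passing that limit; inconclusive = mean reaches 50% but only one of two replicates passes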;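 note: firefly luciferase signal divided by Alamar Blue viability fluorescence both relative to DMSO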
CFTR F508del cor: CFTR F508del correction in bronchial cells; CFBE cells, YFP halide quenching; stimulated with forskolin plus potentiator P3; % fluorescence drop versus neutral controls; activity (quench increase), % at 7.58 µM; hit rate 0.36% among 350,000;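 active = mean added fluorescence quench of at least 8% versus neutral control, with both replicates also reaching 8%; inconclusive = only one of the mean or replicate conditions met; inactive = mean below 8% and not both replicates reaching 8%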;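 note: cells transiently co-express mutant CFTR-F508del with the halide-sensitive YFP; corrector assay measuring rescue of mutant channel to the surface after 24 h compound exposure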
GSIS activator: primary screen for activators of insulin secretion dependent on glucose, INS-1E cells, GLuc reporter luminescence; INS-1E GLuc reporter insulin secretion, 2-3 h; activation, % at 16.6 µM; hit rate 0.61% among 370,000; AID 743287;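 active = lowest replicate activation of at least 40%, so every replicate reaches that level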;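 note: 0% = median of neutral control wells and 100% = median of IBMX positive control wells; some compounds called inactive have numbers as strong as hits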
miR-122 sensor: miR-122 inhibition in Huh7 cells; Huh7 miR-122 Renilla luciferase sensor, 48 h; neutral wells = 0, positive control = 100; AID 602342; activation (reporter increase), % at 12.5 µM; hit rate 0.3% among 340,000;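 active = mean replicate activation score at least 90 and every replicate individually at or above 90; inconclusive = only one of the two criteria met; inactive = neither criterion met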;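 note: higher luciferase means less miR-122 activity so hits act as miR-122 inhibitors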
PAX8 inh HTS: lowers PAX8-driven luciferase in RMG-I cells; RMG-I TPO-luciferase reporter, SteadyGlo, 24 h; inhibition, % at 12.6 µM; hit rate 1.2% among 360,000; AID 652154;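 active = mean replicate inhibition at least 60% with every replicate also reaching 60%; inconclusive = only one of the two criteria is met; inactive = mean below 60% and not all replicates reaching 60%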;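 note: luciferase light reporting Pax8 driven TPO promoter activity; plate controls were median of neutral control wells for no effect and mitoxantrone controls for full effect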
The depositor's hits bear a star; ? = inconclusive; / = not tested or not shown; [ ] = dose if it differs, or a comment.

SMILES | DENV2 CPE rescue | FN deposit inh | EWS-Fli block | CFTR F508del cor | GSIS activator | miR-122 sensor | PAX8 inh HTS
COc1cc(C(=S)N2CCOCC2)ccc1OC(=O)c1ccc([N+](=O)[O-])cc1[N+](=O)[O-] | -1 | -11 | 17 | -0.4 | 3 | 3 | -23
CC(C)C1C(=O)N(Cc2cn(CCC3OCCCO3)nn2)CCS(=O)(=O)N1Cc1ccc(-c2ccc(Cl)cc2)cc1 (centres undefined) | 11 | 1 | -14 | 2.5 | -15 | 6 | -4
Cn1nnc(NC(=S)NC(=O)c2ccco2)n1 | / | -4 | / | / | -1 | 1 | -16
CN(C)c1ccc(N=Cc2nc(-c3ccccc3)oc2OC(=O)c2cccc(Br)c2)cc1 | / | / | / | / | -6 | -2 | -125
OCCCNCc1ccc(Cl)cc1Cl | 8 | 7 | 2 | -6.2 | 4 | 0 | -12
Cc1ccc(NC(=O)NC2CC(=O)N(c3ccc4c(c3)OCCO4)C2)cc1F (centres undefined) | ? | -2 | 0 | 5.0 | 15 | -4 | -1
CCCCC1=CC2=C(c3ccco3)C(=O)C(C)(OC(=O)c3ccc(OC)cc3)C(=O)C2=CN1CCCCO (centres undefined) | / | -16 | -2 | -0.3 | / | -3 | -4
Cc1cccc(NC(=O)NCC2CC2)c1 | 5 | -4 | -8 | -2.5 | 14 | 12 | -26
COCCNC(=S)N1CCc2cc(OC)c(OC)cc2C1c1cccs1 (centres undefined) | / | -8 | -39 | -1.0 | -3 | 12 | 15
COc1ccc(S(=O)(=O)N2CCOCC2)cc1NC(=O)COC(=O)c1oc2ccccc2c1C | -8 | 3 | 0 | -0.2 | 10 | 0 | 7
O=C(CCn1c(=O)oc2ccc(Cl)cc21)N1CCN(c2ccccc2)CC1 | 5 | -6 | -3 | 1.1 | 6 | -1 | 7
Cc1cc(=O)n2ccsc2n1 | 9 | 3 | 2 | 1.7 | 47* | -2 | 4
CCNC(=O)[C@@H]1[C@@H](CO)[C@@H]2Cn3c(ccc(-c4ccccc4)c3=O)[C@@H]2N1Cc1cc(F)ccc1F | 4 | / | -5 | 4.9 | 9 | 0[16.7 µM] | /
Cc1ccc(C(=O)NC2CCCC2)cc1S(=O)(=O)N1CCCCC1 | ? | 4 | 16 | -4.0 | 9 | / | /
O=C(NCCCc1ccccn1)C1CCC(=O)N(Cc2cccc(F)c2)C1 (centres undefined) | -4 | -17 | -1 | -0.3 | 1 | / | 5
COC(=O)C(C(=O)OC)C(CC(=O)c1ccc(Br)cc1)c1ccccc1 (centres undefined) | 1 | -12 | 2 | -2.2 | / | 0 | 4
COc1cc(NC(=S)Nc2ncccc2C)cc(OC)c1OC | 1 | 2 | -19 | 2.4 | -1 | -2 | -83
C[C@H]1CN([C@@H](C)CO)C(=O)c2cc(NC(=O)Cc3cn(C)c4ccccc34)ccc2O[C@@H]1CN(C)S(=O)(=O)c1cn(C)cn1 | -2 | / | 11 | 0.6 | -8 | 9[16.7 µM] | /
Cc1cccc(C)c1NC(=O)COC(=O)c1cc(-c2cccnc2)nc2ccccc12 | 3 | 3 | 1 | 1.4 | 10 | 3 | -6
O=C(NCCn1cc(CN2C(=O)COC[C@H]2c2ccccc2)nn1)Nc1ccccc1 | -2 | / | -5 | -0.3 | / | / | -12
COc1cc2[nH]c3c(OC)ncnc3c2cc1OC | -4 | 1 | -15 | 4.1 | 19 | 0 | 5
Cc1cc(C)c(C(=O)/C=C/c2cccc3ccccc23)c(=O)[nH]1 | -2 | 22 | 21 | -11 | 6 | / | 99*
CC(=O)Nc1cccc(NC(=O)C2CC(=O)N(C3CCCCC3)C2)c1 (centres undefined) | -2 | 0 | -2 | 0.5 | -3 | -1 | 4
CN1C(=O)c2cc(NC(=O)Cc3cccs3)ccc2OC[C@H]2O[C@@H](CC(=O)N[C@H]3CCN(Cc4ccccc4)C3)CC[C@H]21 | -3 | 6 | -2 | / | -10 | / | -8
CC(C)N(Cc1ccccc1)C(=O)COC(=O)CCC(=O)c1ccc(F)cc1 | -4 | -2 | -3 | -3.6 | -13 | -2 | -3
FC(F)(F)c1ccccc1/C=N/n1c(C2CCCCC2)n[nH]c1=S | 10 | -10 | 0 | 0.5 | -12 | 0 | 7
O=C(c1cccnc1)N(Cc1ccccc1)C(c1ccccc1)c1nc2ccccc2[nH]1 (centres undefined) | 10 | -1 | -46 | -0.7 | -13 | 18 | -76
CCNC(=O)C[C@H]1CC[C@@H]2[C@@H](COc3ccc(NC(=O)c4cscn4)cc3C(=O)N2C)O1 | 4 | -8 | 5 | -1.1 | -2 | 28[16.7 µM] | -45
COc1cccc(C#Cc2cnc3c(c2)C(=O)N([C@H](C)CO)C[C@H](C)[C@@H](CN(C)C)O3)c1 | -2 | 3 | -3 | 2.7 | 14 | 4[16.7 µM] | -2
CC(=O)N=C(N)Sc1nc2ccccc2[nH]1 | / | 1 | / | / | / | -4 | -116
CC(C)NC(=O)CSc1nc(N)c(NC(=O)c2ccccc2F)c(=O)[nH]1 | -2 | -9 | 5 | / | -2 | / | -3
CN(C)c1ccc(S(=O)(=O)N2CCC(Cc3ccccc3)CC2)cn1 | -7 | 0 | 23 | 0.8 | 9 | -7 | -12
CO[C@@H]1CN(C)C(=O)c2cc(NC(C)=O)ccc2OC[C@H](C)N(C(=O)c2ccccc2)C[C@H]1C | 6 | -2 | 11 | / | -8 | 1[16.7 µM] | 7
CCOC(=O)Cc1csc(NC(=O)c2ccc(Br)cc2)n1 | -3 | -3 | -4 | 1.0 | -9 | 8 | 3
O=C(C[n+]1cccc(Br)c1)c1ccccc1 | 4 | 0 | 16 | 2.1 | 17 | 7 | 3
CC(=O)NC(CC(=O)OCC(=O)N1CCN(S(=O)(=O)c2ccc(Cl)cc2)CC1)c1ccccc1 (centres undefined) | 1 | -2 | -1 | 1.3 | -8 | / | -6
Cc1cc(C)n(CCC(=O)Nc2ccc3c(c2)OCCO3)n1 | ? | -1 | -12 | 0.0 | 4 | -3 | -18
CC(C)(Oc1ccc(Cl)cc1)C(=O)NCC(c1cccs1)N1CCOCC1 (centres undefined) | 0 | -7 | 8 | -3.0 | -24 | -1 | 5
COc1cccc(C(=O)CN2CCN(S(=O)(=O)c3cccc([N+](=O)[O-])c3)CC2)c1 | 3 | 6 | 3 | -3.6 | -6 | / | 15
COc1ccc(-n2nnnc2C2(C)CCC(=O)N2Cc2ccccc2)cc1 (centres undefined) | 63* | 8 | -12 | -1.5 | 28 | / | -25
O=C(/C=C/c1ccccc1)NC(=S)Nc1cccnc1 | / | 5 | / | / | 9 | -5 | /
O=C(/C=C/c1ccc(Cl)cc1Cl)NCc1ccncc1 | 7 | / | -36 | -0.7 | -4 | 14 | /
N#CCC(=O)NNC(=S)NC(=O)C(c1ccccc1)c1ccccc1 | 1 | -7 | -48 | 2.6 | -8 | / | -5
CCOc1ccc(NC(=NCc2ccc3c(c2)OCO3)SC2CC(=O)N(c3ccc(C(=O)O)cc3)C2=O)cc1 (centres undefined) | / | 6 | / | / | -25 | / | 4
Nc1ccc(O)c2c(=O)cc(-c3ccccc3Cl)oc12 | -3 | 8 | -43 | 2.1 | 10 | 6 | -154
CO[C@@H]1CN(C)C(=O)c2cc(NC(=O)C3CCCC3)ccc2OC[C@H](C)N(CCC(F)(F)F)C[C@H]1C | 0 | -11 | 12 | 3.0 | -28 | -5[16.7 µM] | -3
O=C(O)CNC(=O)c1ccc(OC(F)F)cc1 | -6 | / | 3 | 6.9 | 3 | 0 | /
Cc1ccc(-c2ccc3c(c2)O[C@H](CN(C)Cc2ccccn2)[C@@H](C)CN([C@@H](C)CO)S3(=O)=O)cc1 | 14 | / | 58* | 12* | -20 | 34[16.7 µM] | /

Complete entries from above. Values in the order: DENV2 CPE rescue | FN deposit inh | EWS-Fli block | CFTR F508del cor | GSIS activator | miR-122 sensor | PAX8 inh HTS
`Nc1ccc(O)c2c(=O)cc(-c3ccccc3Cl)oc12` as listed: -3 | 8 | -43 | 2.1 | 10 | 6 | -154
`O=C(/C=C/c1ccc(Cl)cc1Cl)NCc1ccncc1` as listed: 7 | / | -36 | -0.7 | -4 | 14 | /
`COc1ccc(-n2nnnc2C2(C)CCC(=O)N2Cc2ccccc2)cc1` (centres undefined) as listed: 63* | 8 | -12 | -1.5 | 28 | / | -25
`Cc1cc(C)n(CCC(=O)Nc2ccc3c(c2)OCCO3)n1` as listed: ? | -1 | -12 | 0.0 | 4 | -3 | -18

(list continues)
SMILES | DENV2 CPE rescue | FN deposit inh | EWS-Fli block | CFTR F508del cor | GSIS activator | miR-122 sensor | PAX8 inh HTS
CCCCn1c(N)c(N(CC(C)C)C(=O)COC(=O)Cc2cccc(OC)c2)c(=O)[nH]c1=O | 2 | -5 | -2 | 3.3 | 2 | / | 1
CN(C)c1ccc(CC2C(=O)Nc3ccccc32)cc1 (centres undefined) | 0 | -3 | -49 | -2.3 | 24 | / | 13
COc1ccc(CN(C)C[C@H]2Oc3c(NC(=O)c4cnccn4)cccc3C(=O)N([C@@H](C)CO)C[C@@H]2C)cc1 | 7 | 4 | 3 | -0.4 | 5 | 5[16.7 µM] | -5
CCCNC(=O)N(C)C[C@@H]1Oc2ncc(C#Cc3ccccc3F)cc2C(=O)N([C@H](C)CO)C[C@H]1C | 2 | 10 | 0 | -2.3 | -10 | 3[16.7 µM] | /
CCc1cc2c3c([nH]c2cc1S(=O)(=O)NCCCOC)CC(C)(C)CC3=O | 12 | 2 | 17 | -0.4 | 13 | 79 | -3
COc1ccc(C(c2sc3nc(C)nn3c2O)N2CC(C)OC(C)C2)cc1OC (centres undefined) | -2 | 8 | 1 | -2.9 | 9 | 2 | -1
CCCN1[C@@H]2Cn3c(cccc3=O)[C@H]1[C@@H](C(=O)N1CCCCC1)[C@@H]2CO | 3 | / | -11 | 1.0 | 3 | 3[16.7 µM] | -8
COc1cccc(NC(=O)CCC2CCN(C(=O)c3scnc3C)CC2)c1 | 19 | / | / | 0.5 | 2 | / | 1
O=c1ccc2cc3c([nH]c4ccc(Br)cc43)oc-2c1O | / | -6 | / | / | / | -4 | 3
Cc1ccc(NC(=O)CCN2CCN(CCO)CC2)cc1 | 1 | 2 | 7 | -10.0 | 0 | -3 | 11
Cc1ccc(S(=O)(=O)c2nc(-c3ccccc3Cl)oc2N2CCN(C)CC2)cc1 | 5 | -4 | -5 | 0.9 | -47 | 7 | 5
COc1ccc2c3c(n(C)c2c1)[C@H](CO)N(Cc1ccncc1)CC31CCN(C(=O)NC(C)C)CC1 | -4 | / | -2 | -1.0 | 13 | / | -13
NC(=S)N1OC[C@@H]2COc3ccc4ccccc4c3[C@@H]21 | / | 1 | 23 | -2.3 | 2 | 2 | -20
COCC(=O)Nc1ccc2c(c1)OC[C@@H](C)N(C(=O)Cc1cccnc1)C[C@@H](C)[C@H](OC)CN(C)C2=O | -4 | / | -7 | 2.7 | / | / | 8
COC(=O)C[C@@H]1CC[C@@H]2[C@H](COC[C@@H](O)CN2C(=O)Nc2ccccc2OC)O1 | 1 | 2 | -22 | 1.4 | 12 | 5[16.7 µM] | -2
COc1ccc(C(CNC(=O)CSc2ccc(Br)cc2C)N2CCOCC2)cc1 (centres undefined) | 6 | 0 | 2 | 5.3 | -24 | / | 5
COc1cc(C(=O)N2CCN(c3ccccc3)CC2)c2ccccc2n1 | -2 | / | ? | 0.2 | / | / | ?
CO[C@H]1CN(C)C(=O)c2ccc(NC(=O)NC(C)C)cc2OC[C@@H](C)N(Cc2ccc(-c3ccccn3)cc2)C[C@@H]1C | / | 6 | 0 | 0.2 | -7 | / | 24
CCc1ccccc1NC(=O)Nc1ccc(F)cc1 | / | -4 | / | / | -13 | 0 | 8
